# STK33 kinase inh – inhibitors of purified STK33 kinase, primary screen, biochemical, ADP-Glo luminescence, homogeneous, cell-free; MBP phosphorylation; inhibition, % at 10 µM; 320,000 compounds, 0.073% hits; AID 2661, 2010;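 active means inhibition at or above 25%, using the most active replicate where run in duplicate; inactive means inhibition below 25%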
# Target sequence (Q9BYT3 whole entry, looked up): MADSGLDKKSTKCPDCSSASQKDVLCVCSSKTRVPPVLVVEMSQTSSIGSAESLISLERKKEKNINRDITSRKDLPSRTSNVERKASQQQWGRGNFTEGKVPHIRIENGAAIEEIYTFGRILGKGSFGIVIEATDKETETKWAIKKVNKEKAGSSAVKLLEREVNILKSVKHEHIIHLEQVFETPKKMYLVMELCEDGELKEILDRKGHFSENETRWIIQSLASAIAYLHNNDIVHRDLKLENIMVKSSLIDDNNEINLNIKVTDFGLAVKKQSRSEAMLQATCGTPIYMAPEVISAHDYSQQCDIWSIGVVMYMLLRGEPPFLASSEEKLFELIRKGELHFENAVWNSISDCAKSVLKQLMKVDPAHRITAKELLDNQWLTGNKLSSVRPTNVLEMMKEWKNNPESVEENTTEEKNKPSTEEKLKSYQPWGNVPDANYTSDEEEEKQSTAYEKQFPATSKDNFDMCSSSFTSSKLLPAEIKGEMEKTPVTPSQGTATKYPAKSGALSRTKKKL
# OX1R antag-1 – antagonists of human orexin 1 receptor (OX1R); AID 485270, 2010; inhibition, % at 6.6 µM; 330,000 compounds, 1.8% hits; OX1R-expressing cells, FRET antagonist read-out; in the data active means inhibition mostly above about 38%, no sharp cut-off; inactive means mostly below about 40%;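 further: 0% = agonist challenge alone and 100% = reference antagonist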
# Target sequence (O43613 whole entry, looked up): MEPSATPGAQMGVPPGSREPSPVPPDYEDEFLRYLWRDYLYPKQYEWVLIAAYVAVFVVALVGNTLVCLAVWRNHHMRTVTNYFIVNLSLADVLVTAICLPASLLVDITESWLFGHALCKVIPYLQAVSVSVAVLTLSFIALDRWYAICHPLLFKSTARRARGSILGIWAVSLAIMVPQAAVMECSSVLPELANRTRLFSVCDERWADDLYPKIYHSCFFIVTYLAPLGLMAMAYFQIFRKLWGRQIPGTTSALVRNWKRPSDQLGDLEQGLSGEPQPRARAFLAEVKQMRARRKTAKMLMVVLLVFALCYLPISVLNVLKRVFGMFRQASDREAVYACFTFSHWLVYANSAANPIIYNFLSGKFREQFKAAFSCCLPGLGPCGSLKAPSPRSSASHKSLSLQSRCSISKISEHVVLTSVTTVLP
# OX1R antag-2 – OX1R (HCRTR1) antagonists, primary screen, fluorescence, CHO/OX1R cells, Fluo-8 calcium, orexin A; Orexin/Hypocretin receptor type 1 (Homo sapiens), O43613; Fluo-8 calcium fluorescence; inhibition, % at 5 µM; 330,000 compounds, 0.43% hits; AID 434989, 2010;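 active means inhibition above its plate's threshold, mean inhibition of all tested compounds on the plate plus 3 SD, cut at about 37% in these data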;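 further: 0% = orexin A challenge wells and 100% = SB-334867-A antagonist wells; not every result past the cut was called active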
# * hit, by the source's call; x = no result given.
STK33 kinase inh	OX1R antag-1	OX1R antag-2	canonical_smiles
10	8	13	CCCn1ncc(CN2CCC(C(=O)Nc3cccc(-c4cccc(F)c4)c3)CC2)c1C
-1.9	16	-15	O=C(OCc1ccc(Br)cc1)c1ccncc1
-1.3	68*	-17	CCCNC1=C(N(C(C)=O)c2cccc(F)c2)C(=O)c2ccccc2C1=O
0.4	15	-8	COc1ccc(C(=O)N2CCN(Cc3ccccc3C)CC2)cc1OC
-0.7	25	-18	c1ccc(OCCOc2ccccc2-c2nnco2)cc1
0.1	78*	13	CCOC(=O)N/N=C\c1ccc([N+](=O)[O-])o1
-0.8	11	-8	CCc1ccccc1S(=O)(=O)Cc1ccc(C(=O)NC2CCCC2)o1
-1.0	7	-14	O=C(NNC(=O)c1c(O)c2ccccc2[nH]c1=O)c1ccccc1Br
0.7	8	1	CN(Cc1ccccc1)S(=O)(=O)c1ccc(Cl)c(C(=O)NCc2cccnc2)c1
1.1	2	-17	CCOC(=O)c1cc2c(=O)c3ccccc3oc2nc1C
0.5	9	-21	O=C(NCc1ccco1)C1CCCN(S(=O)(=O)c2ccc(Br)cc2)C1 (stereo not given)
-2.6	3	-15	CCOC(CNC(=O)c1cccn2c(=O)c3c(C)c(C)sc3nc12)OCC
-0.6	16	-17	CC(=O)NC(Cc1ccccc1)C(=O)OCC(=O)c1ccc(Br)cc1 (stereo not given)
-0.7	3	-2	Clc1ccc(Sc2cnc3ccccc3n2)cc1
0.5	-5	-17	COc1ccc(NC(=O)c2cc3ccccc3o2)cc1OC
0.4	46	11	CCOc1cc(/C=C2/SC(=S)NC2=O)ccc1OC(=O)c1ccco1
-1.4	19	-12	O=C(CCC(=O)N(c1ccccc1)C(C(=O)NC1CCCC1)c1ccncc1)Nc1cccnc1 (stereo not given)
-2.0	5	-24	CC(C)(C)c1ccc(NC(=O)N2CCCN(c3ccc([N+](=O)[O-])cn3)CC2)cc1
-0.6	22	6	Nc1nonc1-n1nnc(C(=O)N/N=C/C2CC=CCC2)c1CSc1ccccc1 (stereo not given)
-0.2	11	3	Cn1c(=O)c2c(ncn2CC(=O)OCC(=O)Nc2ccc(Cl)cc2)n(C)c1=O
0.3	13	-14	CC(C)COC(=O)c1ccccc1N1C(=O)C2C3CCC(C3)C2C1=O (stereo not given)
-1.6	31	-24	COc1ccc(-c2nc3c(c(=O)n(C)c(=O)n3C)n2CC2CC(c3ccccc3)=NO2)cc1OC (stereo not given)
-0.7	10	-20	COc1cc2cc(CCCOC(=O)c3ccc(F)cc3)oc(=O)c2cc1OC
-2.4	15	-13	Cc1c(C(=O)N/N=C/c2ccccc2)[nH]c2ccc(Cl)cc12
-0.5	16	-18	Cc1nc2ccccc2nc1CSc1nnc(N)s1
-1.7	23	2	COC(=O)c1ccc(CSc2cc(C)c3ccccc3n2)o1
-0.1	18	-19	CCOc1ccc(CCNC(=O)c2cc3sccc3n2C)cc1OCC
0.9	20	-8	CCOc1ccc(OCCC(=O)OCC(=O)N2CCN(S(=O)(=O)c3ccc(Cl)cc3)CC2)cc1
1.6	23	-26	COc1ccc(CCNC2=C(Cl)C(=O)N(CCc3ccccc3)C2=O)cc1OC
2.0	50	-37	COc1cc(OC)c(C(=O)N(CCc2ccccc2)Cc2ccccc2)cc1OC

# 2 entries from above, comma-delimited:
Structure,STK33 kinase inh,OX1R antag-1,OX1R antag-2
CCc1ccccc1S(=O)(=O)Cc1ccc(C(=O)NC2CCCC2)o1,-0.8,11,-8
CCOc1ccc(CCNC(=O)c2cc3sccc3n2C)cc1OCC,-0.1,18,-19

# Other results.
STK33 kinase inh	OX1R antag-1	OX1R antag-2	canonical_smiles
-3.5	-2	-20	Cc1ccc(C(=O)Nc2cc(Cl)ccc2N2CCCCC2)s1
-0.3	8	-10	CCNc1nc(Cl)nc(NNC(=O)C(C)Oc2ccccc2)n1 (stereo not given)
0.0	14	4	CC(Sc1nc2ccccc2s1)C(=O)c1c(N)n(C)c(=O)n(C)c1=O (stereo not given)
-2.0	17	-36	O=C(OCc1csc(Nc2ccccc2)n1)c1ccc(Cl)cc1
0.5	4	-4	COc1ccc(OCC(=O)Nc2ccc(S(=O)(=O)Nc3nc(C)cc(C)n3)cc2)cc1
-2.1	3	-2	O=C(Nc1ccccc1)c1ccc(COc2ccccc2)cc1
-0.8	12	-4	CN(c1ccc(C(=O)N2CCOCC2)cc1)S(=O)(=O)c1cccs1
0.6	14	-12	Cn1c(SCC(=O)Nc2ccc3c(c2)OCCO3)nnc1C1CC1
1.4	4	-15	O=C(CN1C(=O)c2cccc3cccc1c23)Nc1ccc(S(=O)(=O)Nc2nccs2)cc1
-0.7	19	-15	Cc1ccc(S(=O)(=O)N2CCN(C(=O)COC(=O)C3CCC3)CC2)c(C)c1

# 3 entries from above, with two lines to a compound:
# The line under a structure holds: STK33 kinase inh	OX1R antag-1	OX1R antag-2
COc1ccc(CCNC2=C(Cl)C(=O)N(CCc3ccccc3)C2=O)cc1OC
    1.6	23	-26
COc1cc(OC)c(C(=O)N(CCc2ccccc2)Cc2ccccc2)cc1OC
    2.0	50	-37
Cc1ccc(C(=O)Nc2cc(Cl)ccc2N2CCCCC2)s1
    -3.5	-2	-20

# Gathered by group, the entries above with a Cl atom.
STK33 kinase inh	OX1R antag-1	OX1R antag-2	canonical_smiles
0.7	8	1	CN(Cc1ccccc1)S(=O)(=O)c1ccc(Cl)c(C(=O)NCc2cccnc2)c1
-0.7	3	-2	Clc1ccc(Sc2cnc3ccccc3n2)cc1
-0.2	11	3	Cn1c(=O)c2c(ncn2CC(=O)OCC(=O)Nc2ccc(Cl)cc2)n(C)c1=O
-2.4	15	-13	Cc1c(C(=O)N/N=C/c2ccccc2)[nH]c2ccc(Cl)cc12
0.9	20	-8	CCOc1ccc(OCCC(=O)OCC(=O)N2CCN(S(=O)(=O)c3ccc(Cl)cc3)CC2)cc1
1.6	23	-26	COc1ccc(CCNC2=C(Cl)C(=O)N(CCc3ccccc3)C2=O)cc1OC
-3.5	-2	-20	Cc1ccc(C(=O)Nc2cc(Cl)ccc2N2CCCCC2)s1
-0.3	8	-10	CCNc1nc(Cl)nc(NNC(=O)C(C)Oc2ccccc2)n1 (stereo not given)
-2.0	17	-36	O=C(OCc1csc(Nc2ccccc2)n1)c1ccc(Cl)cc1

# (cont.)
STK33 kinase inh	OX1R antag-1	OX1R antag-2	canonical_smiles
-1.0	16	17	COC(=O)COc1ccc(S(=O)(=O)Nc2ccc3c(c2)OCCO3)cc1C
0.2	19	-8	C=CCN1C(=O)SC(Cc2cccc(OC)c2O)C1=O (stereo not given)
0.1	22	-30	Cc1ccc(N(CC(=O)Nc2ccccc2-c2ccccc2)S(=O)(=O)c2ccccc2)cc1
-1.0	-1	-35	CC(C)CCNC(=O)c1sc2ccc(S(=O)(=O)N3CCCCC3)cc2c1N
0.2	8	-24	COc1ccc(-c2ccnc3c(Br)c(C)nn23)cc1
-0.7	-1	11	N#C/C=C/N1CCN(C(=O)c2ccco2)CC1
-1.6	6	-16	Cc1ccc2c(CN3CCN(CCO)CC3)cc(=O)oc2c1
2.7	16	12	Nc1ncnc2c1ncn2C1O[C@H](CO)[C@@H](O)[C@@H]1O (stereo not given in full)
-2.2	8	6	NC(=O)[C@H]1CC2(CC(c3cccc(NC(=O)CC(c4ccccc4)c4ccccc4)c3)=NO2)CN1C(=O)C(c1ccccc1)c1ccccc1 (stereo not given in full)
-0.9	2	3	S=C(c1ccc[nH]1)N1CCOCC1
3.3	13	7	CNC(=O)c1c(NC(=O)c2ccc(S(=O)(=O)N3CCCc4ccccc43)cc2)sc2c1CCN(C)C2
0.8	11	-4	NS(=O)(=O)c1cccc(NC(=O)COC(=O)CCN2C(=O)c3ccccc3C2=O)c1
-0.4	24	-18	CC(C)(C)NC(=O)COC(=O)c1ccc(Cl)c(S(N)(=O)=O)c1
1.4	18	-18	CCCCn1c(=NC(=O)c2cccnc2)c(C#N)cc2c(=O)n3cccc(C)c3nc21
0.5	23	-16	Cc1csc(NC(=O)CSc2nncn2C)n1
-2.1	31	-40	CC1Cc2ccccc2N1C(=O)CN1CCC(n2nnc3cc(C(F)(F)F)ccc32)CC1 (stereo not given)
-0.4	23	-24	c1ccc(-c2nc(NC3CC3)nc(-n3ccnc3)n2)cc1
-2.1	12	-26	CCOC(=O)c1c(NC(=O)CCNCc2ccco2)sc2c1CCC2
0.6	6	-6	NC(=S)Cc1ccc(Cl)cc1Cl
-0.7	6	-11	CC(C)C(NC(=O)CN1C(=O)c2ccccc2S1(=O)=O)C(C)C
-0.6	45*	11	CCOC(=O)C1=C(C)NC(C)=C(C(=O)OCC)C1C(=O)OCC(=O)NCc1ccccc1OC
1.1	28	-10	Oc1ccccc1/C=N/Nc1ccccc1
-0.6	16	-27	C=CCN(C(=O)c1csnn1)C(C(=O)NC1CCCC1)c1ccc(F)cc1 (stereo not given)
-0.5	12	-17	CCc1ccc2oc(C(=O)NCc3ccc(S(N)(=O)=O)cc3)c(C)c2c1
-1.4	0	-9	Cc1cc(C(=O)NNC(=O)c2ccc(NC(=O)CC#N)cc2)c(C)o1
0.9	30	-18	CCC(C)NC(=O)c1ccccc1NC(=O)c1ccccc1N(C)S(C)(=O)=O (stereo not given)
-0.1	7	-13	CSc1ncccc1C(=O)N1CCN(S(=O)(=O)c2ccccc2)CC1
0.8	11	-21	Cn1c(=O)[nH]c(=O)c2c1nc1n2CCN1Cc1ccccc1
0.4	2	-25	Cc1cc(NC(=O)c2ccccc2)no1
-0.3	21	-6	COc1ccc(Cl)cc1C(=O)OCC(=O)N(C)CC(=O)Nc1ccc(F)cc1
-0.5	16	-14	O=C(COc1ccc2c(c1)OCO2)Nc1cccc(F)c1
0.2	11	-5	Cc1[nH]n2c(=O)c3c(nc2c1-c1ccc(Cl)cc1)CCC3
0.3	7	5	N#Cc1c[nH]n2c(=O)cc(Cc3ccccc3)nc12
-0.6	9	-33	CCC1CCCCN1C(=O)CSc1nc2c(c(=O)n1C)SC(C)C2 (stereo not given)
-0.7	2	-21	O=S(=O)(NCC(c1cccnc1)N1CCN(c2ccccc2)CC1)c1cccs1 (stereo not given)
5.7	15	-16	COc1nc(N)nc2nc[nH]c12
-1.9	-7	-8	CC1CC(OCC(O)CN2CCCCC2C)CC(C)(C)C1 (stereo not given)
-0.5	16	-31	COc1ccc(-n2c(SCC(=O)C(C)(C)C)nc3ccsc3c2=O)cc1
-0.2	5	-20	C/C(=N\NC(=O)c1c(Cl)c(C)nn1C)c1cccc(NC(=O)C2CCCC2)c1
-0.5	20	-2	Nc1c(Cl)ncnc1NCCO
-3.5	1	-7	O=C1CC(c2ccco2)Cc2c1cnn2-c1nc2ccccc2s1 (stereo not given)
0.3	10	-2	Cc1ccc(CSc2ncnc3c2cnn3-c2ccc(C)cc2)cc1
0.1	10	-15	CCn1c(SCC(=O)Nc2ccc(OC)c(OC)c2)nc2c(c1=O)SCC2
-0.1	10	-7	Oc1ccccc1C1=NOC(O)(C(F)F)C1 (stereo not given)
0.8	21	-14	O=S(=O)(NCc1ccccc1)c1cnc[nH]1
0.0	19	-17	O=C(CCc1ccccc1)N=C1SC2CS(=O)(=O)CC2N1c1cccc(F)c1 (stereo not given)
1.0	2	-20	CC1Cc2cccc3c(O)c(C(=O)c4nn[nH]n4)c(=O)n1c23 (stereo not given)
0.0	107*	-13	O=[N+]([O-])c1ccc(-n2cnc3ccccc32)c([N+](=O)[O-])c1
-1.6	15	-31	CCCCC#Cc1cncc(C(=O)NN)c1
-0.2	7	-25	COCCOC(=O)C1=C(C)NC(=O)NC1c1cn(-c2ccccc2)nc1-c1cccs1 (stereo not given)

# The list continues:
STK33 kinase inh	OX1R antag-1	OX1R antag-2	canonical_smiles
-1.1	10	7	CCN1C(=NCc2ccc(OC)cc2)N[C@@H](c2ccccc2)[C@H](C(=O)OC)[C@H]1C
0.7	16	3	CC1Cc2cc(/C=C3/SC(N4CCC(C(N)=O)CC4)=NC3=O)ccc2O1 (stereo not given)
0.8	6	1	COc1cc(NS(=O)(=O)c2ccc(NC(=S)NC(=O)c3sc4cc(F)ccc4c3Cl)cc2)nc(OC)n1
1.0	4	-18	Cc1cccc(N2CCN(C(=O)Cn3cccc3)CC2)c1C
x	13	3	NC(=S)N/N=C/c1ccccc1
-1.4	2	-2	Cc1ccc(SCCC(=O)NC(C)C)cc1
-0.4	12	-4	O=C(CSc1nc2[nH]ncc2c(=O)[nH]1)Nc1ccccc1F
-0.9	23	-31	COc1ccccc1Nc1nc(NCc2ccco2)nc(N)c1[N+](=O)[O-]
0.7	-7	-9	CCCc1cc(=O)oc2cc(O[C@@H]3O[C@H](CO)[C@@H](O)[C@H](O)[C@H]3O)ccc12
-0.6	-3	-5	O=C(CSc1nnc(-c2cccs2)n1-c1ccccc1)Nc1ccccc1
-2.3	12	5	CCOC(=O)C1CCN(C=Nc2cc(C)on2)CC1
0.3	7	-13	Cc1cccc(OCc2nnc(SCC(=O)N3CCCC3)n2C)c1
4.5	12	-14	CN1CCN(c2ccc(NC(=O)c3cccs3)cc2)CC1
-1.1	4	-24	O=C(Oc1c(-c2ccccc2)c(=O)n2c3c(cccc13)CC2)c1ccccc1
-0.4	8	10	S=C(Nc1cccnc1)N1CCc2ccccc21
0.3	9	-3	O=C(O)C1CCCCC1C(=O)NCc1ccccn1 (stereo not given)

# 2 records picked at random from the list so far:
STK33 kinase inh	OX1R antag-1	OX1R antag-2	canonical_smiles
-2.3	12	5	CCOC(=O)C1CCN(C=Nc2cc(C)on2)CC1
-1.1	4	-24	O=C(Oc1c(-c2ccccc2)c(=O)n2c3c(cccc13)CC2)c1ccccc1

# Bioassay records (PubChem BioAssay)

# Random draw from the library. Share with any hit: about 2.2%.
